a7 integrin act: activators of alpha7 integrin expression for muscular dystrophy | Potency, µM (titrated, usually from 38.3 µM), without a hit: at the top dose activation, usual class: activators | 0.064% of 350,000 active | alpha7betagal myoblasts, beta-gal FDG fluorescence, 48 h;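 further: potency means the concentration at half of the fitted maximal effect; 100% = response of the positive control SU9516; nearly all actives have a fitted effect of over 60% in size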
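Alpha7betagal+/- myoblasts (passage 13) were plated 16-24 hr, then exposed to compounds (1:260 dilution of DMSO stock) for 48 hours at 37C. After MPER lysis, β-galactosidase reporter activity was read as FDG fluorescence (ex 480/em 540) after 30 minutes.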
KCNH2 3.1 inh: KCNH2 3.1 (human) potassium channel inhibition | 0.95% of 340,000 active | U2OS KCNH2 3.1, thallium flux FluxOr; stronger effect = lower value | activity change, % (tested at about 1.8 µM);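 active means maximum activity change below -70%; inconclusive means maximum activity change from -70% to -50%; inactive means maximum activity change above -50%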;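 further: thallium influx rate constant from kinetic fluorescence after stimulation buffer; on the % scale 0 is the no-effect control and ±100 the full control effect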
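Measured as rate of thallium-driven FluxOr signal in transduced U2OS cells carrying the 3.1 channel, read kinetically for 2 min upon stimulation; values are rate constants scaled to DMSO control wells.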
KCNH2 WT inh: blocks the wildtype human KCNH2 potassium channel; activity change, % at 1.84 µM; 0.37% of 340,000 active; U2OS, BacMam KCNH2, thallium flux FluxOr; stronger effect = lower value; Q12809;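 active means maximum activity change below -70%; inconclusive means maximum activity change between -70% and -50%; inactive means maximum activity change above -50%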; further: on the % scale 0 is the no-effect control and ±100 the full control effect
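U2OS cells were transduced with wild-type KCNH2 virus (2.03 x 10^8 / mL) for 4 h at room temperature, then cultured overnight at 37 C. Thallium flux was read with FluxOr dye. Rate constants were normalized to DMSO controls.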
CXXC DNA block: blocks binding of human MLL CXXC domain to DNA. Potency, µM (doses to about 115 µM), for the others: at the top dose activity change, negative = inhibition, most hits filed as inhibitors. AID 2662. 0.037% of 290,000 active. MLL-CXXC / FITC-HOXA9 DNA fluorescence polarization. Q03164; active means well fitted inhibition curve with a large enough effect in the polarisation, with a control signal flat, not every such curve was filed as active; inconclusive means small, poorly fitted or top-dose-only effect, or effect the other way, or a change in a side signal; inactive means no such curve, though single readings can be large or run the other way; the % refers to the polarisation; further: potency means the concentration at half of the fitted maximal effect
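Fluorescence polarization: 7 uM MLL-CXXC (stock) preincubated 5 min with compounds, then 50 nM fluorescein-HOX-A9 DNA (stock) added; 30 min ambient. Buffer 50 mM Tris-HCl pH 7.5, 50 mM NaCl, 1 mM DTT, 0.05% BSA.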
GALK inh: blocks human galactokinase activity; Purified GALK, Kinase-Glo residual ATP luminescence; Potency, µM (doses to about 57.5 µM), for the others: at the highest dose activity change, negative = inhibition, most hits filed as inhibitors; 0.007% of 270,000 active; further: potency means the concentration at half of the fitted maximal effect; on the % scale 0 is the no-effect control and ±100 the full control effect
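Human GALK (5 nM) with 35 uM ATP and 100 uM galactose in 20 mM HEPES pH 8.0, 5 mM MgCl2, 60 mM NaCl, 1 mM DTT, 0.01% BSA. After 1 h at room temperature, leftover ATP was read by Kinase-Glo Plus luminescence.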
AT treatment: candidate therapy for ataxia-telangiectasia; […] A-T fibroblasts, KAP-1 phosphorylation AlphaLISA; neocarzinostatin DNA damage 30 min before lysis; Potency, µM (titrated, usually from 57.5 µM), inactives show at the highest dose activation, usual class: activators; 0.19% of 320,000 active; further: potency means the concentration at half of the fitted maximal effect; % of control where 0% means no effect; nearly all actives have a fitted effect of over 45% in size
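ATM-like activity read as KAP-1 phosphorylation via AlphaLISA donor/acceptor antibody pairs after lysis and 6 hr at 25C. Cells were ATM-null patient fibroblasts ([…], hTERT), dosed 60 min, then exposed to the DSB inducer NCS for 30 min.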
MBNL1 CUG block: blocks human MBNL1 binding to CUG repeat RNA | Q9NR56 | TR-FRET MBNL1-His/biotin-(CUG)12 binding, 665/545 ratio | Potency, µM (titrated, usually from 57.5 µM), inactives show at the top dose activity change, negative = inhibition, actives largely listed as inhibitors | 0.036% of 280,000 active; active means well fitted inhibition curve with a large enough effect in the signal ratio, with a control signal flat, not every such curve was filed as active; inconclusive means small, poorly fitted or top-dose-only effect, or effect the other way, or a change in a side signal; inactive means no such curve, though single readings can be large or run the other way; the % refers to the signal ratio; further: potency means the concentration at half of the fitted maximal effect; on the % scale 0 is the no-effect control and ±100 the full control effect
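Inhibition of protein-RNA binding appears as loss of TR-FRET between terbium anti-His antibody on MBNL1-His and streptavidin-XL665 on biotin-(CUG)12. Activity is normalized to buffer-only and uninhibited-complex controls.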
S-ASM inh: inhibitors of human secretory acid sphingomyelinase | P17405 | Potency, µM (highest dose often 57.5 µM), for inactives: top-dose activity change, negative = inhibition, usual class: inhibitors | placental ASM, HMU-PC fluorogenic substrate, 60 min | 0.006% of 340,000 active; further: potency means the concentration at half of the fitted maximal effect
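Human placenta-derived ASM preincubated with compound 10 min at room temperature, then reacted with 9 uM (final) fluorogenic HMU-PC substrate for 60 min at 37 C. Stop solution raises pH to 10; fluorescence read at Ex 386/Em 447 nm.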
TRPV1 ag: agonists of human vanilloid receptor 1 (TRPV1); TRPV1-expressing cells, Fluo-8 calcium influx, agonist mode; activation, % at 8.33 µM; 0.19% of 320,000 active; AID 540275; in the data active means activation above about 80%; inconclusive means between about 30% and that limit; further: 0% is about no effect
Target sequence (Q8NER1 whole entry, looked up): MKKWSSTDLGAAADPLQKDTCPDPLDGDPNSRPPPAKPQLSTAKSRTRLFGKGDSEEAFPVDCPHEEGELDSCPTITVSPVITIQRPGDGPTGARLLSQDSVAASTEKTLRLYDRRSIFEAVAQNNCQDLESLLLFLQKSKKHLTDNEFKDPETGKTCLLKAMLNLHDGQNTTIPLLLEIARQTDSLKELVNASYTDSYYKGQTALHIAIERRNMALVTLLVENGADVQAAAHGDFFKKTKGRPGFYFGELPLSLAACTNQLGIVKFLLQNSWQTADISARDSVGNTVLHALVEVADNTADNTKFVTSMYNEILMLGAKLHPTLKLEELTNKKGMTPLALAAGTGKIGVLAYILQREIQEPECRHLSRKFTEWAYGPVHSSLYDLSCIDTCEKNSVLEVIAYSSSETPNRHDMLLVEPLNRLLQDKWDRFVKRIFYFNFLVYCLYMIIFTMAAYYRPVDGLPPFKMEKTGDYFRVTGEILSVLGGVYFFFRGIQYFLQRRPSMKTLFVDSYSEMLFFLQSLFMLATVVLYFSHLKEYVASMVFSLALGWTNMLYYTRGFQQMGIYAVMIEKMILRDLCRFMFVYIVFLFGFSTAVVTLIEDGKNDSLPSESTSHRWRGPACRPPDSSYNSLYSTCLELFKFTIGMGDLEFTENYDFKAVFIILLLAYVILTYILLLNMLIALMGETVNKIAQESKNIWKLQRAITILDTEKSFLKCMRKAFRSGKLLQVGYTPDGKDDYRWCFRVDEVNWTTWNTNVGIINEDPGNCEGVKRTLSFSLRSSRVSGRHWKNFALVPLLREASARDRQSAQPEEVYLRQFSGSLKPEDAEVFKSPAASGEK
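Cells expressing TRPV1 were dye-loaded with Fluo-8 and read kinetically: 10 s baseline, 3 min after compound (agonist portion), then 2 min after EC20 capsaicin (allosteric enhancer portion). Calcium-bound dye fluorescence at 480/520 nm.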
FBPA coupling cs: inhibits coupling enzyme system, counter-screen for aldolase hits | activity change, negative = inhibition, % at 58.2 µM, hits read low | 0.67% of 290,000 active | coupling enzyme system counterscreen, AmpLite Red fluorescence; in the data active means activity change below about -30%; further: on the % scale 0 is the no-effect control and ±100 the full control effect
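First, compound is pin-transferred into glyceraldehyde-3-phosphate coupling-enzyme reagent at 57.5 uM final and held 10 min at RT. Next, substrate, coupling system and AmpLite Red are added. After 20 min RT, fluorescence (525/598 nm) is read.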
* hit, by the source's call; & = joins results of further samples; [ ] = dose if it differs, or a comment. Unless noted, the call rests on the fitted dose curve; in most records, active means well fitted curve in the direction sought with a large enough effect; inconclusive means small, poorly fitted or top-dose-only effect, or another doubt; inactive means no such curve, though single readings can be large; an effect the other way counts as inactive or inconclusive.

Cc1ccc(NC(=O)CNc2cc(S(=O)(=O)N3CCOCC3)ccc2NCC2CCCO2)cc1F (configuration not stated) was read as a7 integrin act -1%, KCNH2 WT inh 5, CXXC DNA block -10%, GALK inh -9%, AT treatment 20%, MBNL1 CUG block -10%, S-ASM inh -5% and TRPV1 ag inconclusive.
For O=C(O)Cc1ccc(NCc2ccccc2Cl)cc1 the results were a7 integrin act 4%, KCNH2 3.1 inh 0, KCNH2 WT inh -11, CXXC DNA block -1%, GALK inh 4%, AT treatment 2%, MBNL1 CUG block 6%, S-ASM inh -2%, TRPV1 ag 3 and FBPA coupling cs 18.
For COCCn1c(C)cc(C(=O)COc2ccc(N(C)S(=O)(=O)c3ccc(C)cc3)cc2)c1C the results were a7 integrin act -1%, KCNH2 3.1 inh 4, KCNH2 WT inh 2, AT treatment -7%, S-ASM inh 2% and TRPV1 ag -1.
Cc1ccc(S(=O)(=O)N2CCOC2CNC(=O)C(=O)NCc2ccncc2)cc1 (configuration not stated) was read as a7 integrin act -8%, KCNH2 3.1 inh -5, KCNH2 WT inh 3, CXXC DNA block 11%, GALK inh 0%, AT treatment 1%, MBNL1 CUG block -18%, S-ASM inh -1%, TRPV1 ag 0 and FBPA coupling cs 3.
`CCOC(=O)c1[nH]c(C)c(C(=O)NCCC2=CCCCC2)c1C` gave a7 integrin act 16%, KCNH2 3.1 inh -25, KCNH2 WT inh -6, CXXC DNA block -6%, GALK inh -1%, AT treatment -6%, MBNL1 CUG block -9%, S-ASM inh -1%, TRPV1 ag inconclusive and FBPA coupling cs 2.
Screening O=C(Nc1ccc2c(c1)C(=O)OC2)c1ccc(Cl)cc1Cl returned a7 integrin act 7%, KCNH2 3.1 inh 12, KCNH2 WT inh 2, CXXC DNA block 5%, GALK inh -1%, AT treatment -4%, MBNL1 CUG block -4%, S-ASM inh 0%, TRPV1 ag 9 and FBPA coupling cs 0.
CCOC(=O)c1ccc(Nc2cc(C)nc(N3CCOCC3)n2)cc1 was read as a7 integrin act -16%, KCNH2 3.1 inh -32, KCNH2 WT inh -6, CXXC DNA block 9%, GALK inh -6%, AT treatment 4%, MBNL1 CUG block -5%, S-ASM inh -1%, TRPV1 ag 12 and FBPA coupling cs -2.
Screening c1ccc(-n2ncc3c(NCc4ccccn4)ncnc32)cc1 returned a7 integrin act 2%, KCNH2 3.1 inh 2, KCNH2 WT inh -1, CXXC DNA block 0%, GALK inh 0%, AT treatment -1%, MBNL1 CUG block -1%, S-ASM inh -5% and FBPA coupling cs 0.
CCOC(=O)c1ccc(-c2csc(NC(=O)CN3CCC(C)CC3)n2)cc1 was read as a7 integrin act -23%, KCNH2 3.1 inh 1, KCNH2 WT inh -6, CXXC DNA block -2%, GALK inh 1%, AT treatment -1%, MBNL1 CUG block 5%, S-ASM inh -12%, TRPV1 ag 4 and FBPA coupling cs -1.
Screening O=C(Nc1ncnc2c1CCC2)C12CC3CC(CC(C3)C1)C2 returned a7 integrin act 4%, KCNH2 3.1 inh 2, KCNH2 WT inh -2, CXXC DNA block -5%, AT treatment 7%, MBNL1 CUG block 3%, S-ASM inh 5%, TRPV1 ag 8 and FBPA coupling cs -1.
Screening COCCNC(=O)C1(C)C=CC2(CCCCC2)N1C(=O)c1ccccc1 (configuration not stated) returned a7 integrin act 2%, KCNH2 3.1 inh 26, KCNH2 WT inh 0, CXXC DNA block 1%, AT treatment -12%, MBNL1 CUG block 7%, S-ASM inh 5%, TRPV1 ag 0 and FBPA coupling cs 2&6.
For O=C(O)c1ccc(NC(=O)c2ccccc2NC(=O)c2cccc(Br)c2)cc1 the results were a7 integrin act 15%, KCNH2 3.1 inh -10, KCNH2 WT inh -9, CXXC DNA block -18%, GALK inh -1%, AT treatment 6%, MBNL1 CUG block 1%, S-ASM inh -2%, TRPV1 ag -4 and FBPA coupling cs 4.
COc1ccc(Br)cc1S(=O)(=O)N1CCN=C1c1ccccc1 was read as a7 integrin act 0%, KCNH2 3.1 inh -7, KCNH2 WT inh -4, CXXC DNA block 8%, GALK inh -11%, AT treatment -4%, MBNL1 CUG block -1%, S-ASM inh -1% and TRPV1 ag 6.
CCN(CC)S(=O)(=O)c1ccc(Cl)c(NC(=O)COC(=O)c2nc3nc(C)cc(C)n3n2)c1 was read as a7 integrin act -20%, KCNH2 3.1 inh -13, KCNH2 WT inh -6, AT treatment 11% and S-ASM inh 0%.
Screening O=c1oc([C@@H](O)c2ccccc2)cc2ccccc12 returned a7 integrin act 3%, KCNH2 3.1 inh 19, KCNH2 WT inh 2, AT treatment 5% and S-ASM inh 1%.
CN(C)S(=O)(=O)Oc1cc(Cl)ccc1C(=O)Nc1ccc(F)cc1F was read as a7 integrin act 2%, KCNH2 3.1 inh 7, KCNH2 WT inh 0, CXXC DNA block -1%, GALK inh 0%, AT treatment 0%, S-ASM inh -2%, TRPV1 ag 10 and FBPA coupling cs 2.
`COc1ccc(OC)c(CNC(=O)CCn2c(=O)c3cccn3c3ccc(F)cc32)c1` gave a7 integrin act -22%, KCNH2 3.1 inh 2, KCNH2 WT inh -16, CXXC DNA block 5%, GALK inh 5%, AT treatment 3%, MBNL1 CUG block -4%, S-ASM inh 1%, TRPV1 ag 0 and FBPA coupling cs 0.
`CCOC(=O)c1cn(CC(=O)Nc2ccc(C(C)C)cc2)nn1` gave a7 integrin act inconclusive, KCNH2 3.1 inh 6, KCNH2 WT inh 0, CXXC DNA block -4%, GALK inh 1%, AT treatment 9%, MBNL1 CUG block -16%, S-ASM inh -2%, TRPV1 ag 1 and FBPA coupling cs 2.
Cc1cccc(Oc2ncnc3onc(C)c23)c1 was read as a7 integrin act 1%, KCNH2 3.1 inh 7, KCNH2 WT inh -7, CXXC DNA block 4%, GALK inh 1%, AT treatment -3%, MBNL1 CUG block -5%, S-ASM inh 2%, TRPV1 ag 2 and FBPA coupling cs -2.
For COc1cccc(CN(C)CC(=O)Nc2cc(S(=O)(=O)N3CCCC3)ccc2Cl)c1OC the results were a7 integrin act -30%[inhibitor], KCNH2 3.1 inh -4, KCNH2 WT inh -11, AT treatment 19%, S-ASM inh 1% and TRPV1 ag inconclusive.
Screening OC1COC(c2ccccc2)OC1C(O)C1OC(c2ccccc2)OCC1O (configuration not stated) returned a7 integrin act 10%, KCNH2 3.1 inh 13, KCNH2 WT inh 2 and S-ASM inh 3%.
For COC(=O)c1ccc(COc2ccc(C(C)(C)C)cc2)o1 the results were a7 integrin act -11%, KCNH2 3.1 inh 9, KCNH2 WT inh -1, CXXC DNA block 34%, GALK inh 0%, AT treatment 4%, MBNL1 CUG block 1%, S-ASM inh 12%, TRPV1 ag 9 and FBPA coupling cs -1.
CCc1nc(SCc2ccccn2)[nH]c(=O)c1C was read as a7 integrin act -10%, KCNH2 3.1 inh -7, KCNH2 WT inh 17, CXXC DNA block -18%, GALK inh 8%, AT treatment 9%, MBNL1 CUG block 5%, S-ASM inh -1%, TRPV1 ag -1 and FBPA coupling cs 2.
For COC(=O)c1c(-c2ccc(F)cc2)csc1NC(=O)C1CCCO1 (configuration not stated) the results were a7 integrin act 8%, KCNH2 3.1 inh -24, KCNH2 WT inh 7, CXXC DNA block -3%, GALK inh 7%, AT treatment 4%, MBNL1 CUG block 50%[activator], S-ASM inh -1%, TRPV1 ag inconclusive and FBPA coupling cs -1.
FC(F)(F)c1cccc(CNC2c3ccccc3-c3ccccc32)c1 was read as a7 integrin act 5%, KCNH2 3.1 inh -4, KCNH2 WT inh -4, CXXC DNA block -10%, AT treatment inconclusive, MBNL1 CUG block -5%, S-ASM inh -5%, TRPV1 ag 10 and FBPA coupling cs -3.
COc1ccc(OCCC(=O)N2CCCCC2)cc1 was read as a7 integrin act -13%, KCNH2 3.1 inh -1, KCNH2 WT inh -20, CXXC DNA block -2%, GALK inh -4%, AT treatment 2%, MBNL1 CUG block -8%, S-ASM inh 1%, TRPV1 ag 6 and FBPA coupling cs 1.
Cn1cccc1Cc1nnc(SCC(=O)N2CCc3ccccc32)n1-c1ccc(F)cc1 was read as a7 integrin act inconclusive, KCNH2 3.1 inh 1, KCNH2 WT inh -3, CXXC DNA block 4%, GALK inh 0%, AT treatment 2%, MBNL1 CUG block -3%, S-ASM inh -5%, TRPV1 ag 7 and FBPA coupling cs 0.

Assay outcomes as filed in PubChem BioAssay.
